# Bioassay records: PubChem, several laboratories
# NALP1 yeast inh: NALP1 inflammasome inhibitors in reconstituted yeast, colorimetric, S. cerevisiae, triplicate retest | hit rate 0.61% among 280,000 | inhibition, % at 10 µM | S. cerevisiae NALP1/ASC/caspase-1 growth, X-gal OD620, 72 h | AID 2071, 2009; in the data active = inhibition mostly above about 24%, no sharp cut-off; inactive = mostly below about 32%; also: some compounds called inactive have numbers as strong as hits
# NS3 helicase inh: inhibitors of HCV NS3 helicase, primary screen, biochemical, Cy5 molecular beacon fluorescence | NS3 helicase DNA unwinding | inhibition, % at 10.9 µM | hit rate 0.56% among 290,000 | AID 1800, 2009;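 active = inhibition above the mean of all tested compounds plus 3 SD, set per campaign, cut at about 35% in these data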;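 also: 0% = DMSO wells and 100% = thioflavine S control wells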
#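 Assay system: hepatitis C virus NS3 helicase domain fragment enzyme. Also added: annealed dual-labelled DNA beacon duplex, ATP-started. Timing: 1 h reaction at 25 °C, ATP-initiated. Technique: Cy5 fluorescence at 0 and 60 min, beacon hairpin quenching. Evaluation: % inhibition of unwinding. Replication: one well per compound.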
# M18AAP inhibitor: PfM18AAP inhibitors, malaria aminopeptidase, primary screen, biochemical, QFRET, recombinant enzyme. inhibition, % at 7.35 µM. H-Glu-NHMec fluorogenic cleavage. hit rate 1.2% among 290,000;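 active = inhibition above the campaign mean inhibition over all tested compounds plus 3 SD, cut at about 28% in these data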;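 also: 0% = plate median of test compound wells and 100% = 2 mM ZnCl2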
# VIM-2 inhibitor: VIM-2 metallo-beta-lactamase inhibitors, primary screen, biochemical, epi-absorbance readout, Pseudomonas aeruginosa enzyme | purified VIM-2, nitrocefin hydrolysis, epi-absorbance fluorescence | inhibition, % at 5.6 µM | hit rate 0.89% among 290,000 | AID 1527, 2009;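 active = inhibition above the mean of all tested compounds plus 3 SD, cutoff set per screening run, cut at about 7.5% in these data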;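 also: red hydrolysis product quenches plate fluorescence so inhibitors raise well fluorescence; 0% = enzyme with DMSO and 100% = DMSO without enzyme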
# IMP-1 inhibitor: IMP-1 metallo-beta-lactamase inhibitors, primary screen, biochemical, epi-absorbance readout, Pseudomonas aeruginosa enzyme | purified IMP-1, nitrocefin hydrolysis, epi-absorbance fluorescence | inhibition, % at 5.6 µM | hit rate 0.45% among 290,000 | metallo-beta-lactamase IMP-1 (Pseudomonas aeruginosa);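 active = inhibition above the mean plus 3 SD of all compounds in the same screening run, cut at about 4.5% in these data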;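 also: 0% = IMP-1 with DMSO and 100% = DMSO wells lacking enzyme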
#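 Material – recombinant IMP-1 enzyme, purified · Amount – IMP-1 0.2 nM before substrate addition · Medium – HEPES buffer pH 7.1 with ZnSO4 and Brij 35 · Timing – 25 °C, 15 min preincubation, 25 min reaction · Measured by – plate fluorescence quenching by hydrolysis product, ex 480/em 530 nm · Read-out – percent enzyme inhibition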
# MEKK2wt PB1 HTS: modulators of MEK5 binding to wildtype MEKK2, primary screen, biochemical, multiplex bead flow cytometry, Alexa488-MEK5; Mitogen-activated protein kinase kinase kinase 2 (Homo sapiens), Q9Y2U5; Alexa488-MEK5 binding to MEKK2 WT; actives lie on both sides; binding response (% of control), % at 10 µM; hit rate 1.1% among 290,000; in the data active = binding response below about 67% or above about 130%; inconclusive = no clear call, values can overlap the other calls; inactive = in between
# MEKK2 mut-MEK5: MEK5 binding signal on mutant MEKK2 PB1, primary screen, biochemical, multiplex bead flow cytometry, Alexa488-MEK5; Alexa488-MEK5 binding to MEKK2 mutant; percent response, % at 10 µM; hit rate 0.35% among 290,000; AID 1530, 2009; in the data active = percent response above about 24%, passing the limit was not always enough; also: inactives centre near 1; some results filed as inactive read as strong as hits; reference of the scale not given here
# FID counter: compounds displacing fluorescent DNA intercalator, primary screen, artefact control for HCV NS3 helicase inhibitor project, biochemical, FID fluorescence; DNA fluorescent intercalator displacement; inhibition, % at 7.9 µM; hit rate 0.17% among 290,000; AID 1845, 2009; in the data active = inhibition above about 37%;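 also: 0% = vehicle and 100% = reference compound; higher means more ethidium bromide displaced from hairpin DNA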
# UBC9 SUMO inh: inhibitors of in vitro SUMOylation cascade, primary screen, biochemical, HTRF, uHTS; SUMO-conjugating enzyme UBC9 (Homo sapiens), P63279; HTRF SUMOylation assay, SAE1/SAE2 + UBC9; inhibition, % at 35 µM; hit rate 0.36% among 290,000; in the data active = inhibition above about 50%, passing the limit was not always enough; inconclusive = no clear call, values can overlap the other calls; also: strong numbers were not always called active
# Target sequence (P63279 whole entry, looked up): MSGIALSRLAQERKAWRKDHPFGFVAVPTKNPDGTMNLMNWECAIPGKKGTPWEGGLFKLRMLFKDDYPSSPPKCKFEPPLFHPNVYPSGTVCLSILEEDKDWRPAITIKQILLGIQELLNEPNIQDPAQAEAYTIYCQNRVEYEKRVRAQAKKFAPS
# An asterisk follows results filed as active; ? = inconclusive; nt = not tested or not shown. Compounds as they come. About 4.7% of those tested had a hit in this group.
SMILES,NALP1 yeast inh,NS3 helicase inh,M18AAP inhibitor,VIM-2 inhibitor,IMP-1 inhibitor,MEKK2wt PB1 HTS,MEKK2 mut-MEK5,FID counter,UBC9 SUMO inh
CC(C)(C)C1CCC(=O)N(CCOc2ccccc2)CC1 (centres undefined),22,25,0,-1.9,-0.8,94,0,-33,-6
COc1ccc2c(=O)c3c(=O)n(Cc4ccco4)c(-c4ccccc4)nc3oc2c1,8,-1,-8,-0.6,-2.4,95,-2,-5,10
COc1ccccc1C(=O)Nc1ccc(C(=O)N2CCCC2)cc1,-6,11,-2,0.0,0.9,99,5,-16,8
COc1ccc(C(C(=O)NC2CCCC2)N(Cc2cccnc2)C(=O)c2snc(C(N)=O)c2N)cc1OC (centres undefined),8,3,1,-2.0,-2.4,103,0,-22,-4
CNCC(=O)Nc1ccc(OC(F)(F)F)cc1,0,-4,-1,-2.6,-2.0,105,-1,-2,8
Cc1nn(Cc2ccccc2)c(C)c1NC(=O)CCCn1nc([N+](=O)[O-])cc1C,3,-3,-7,-0.6,-3.0,91,-5,-6,13
CCc1ccc(-c2cc(C(=O)NN3CCOCC3)c3ccccc3n2)s1,12,3,3,-3.8,-3.5,101,2,-13,?
CCN(CC)S(=O)(=O)c1ccc(C(=O)NCC(=O)NCCCc2ccccc2)cc1,-2,-8,3,-3.1,-1.6,101,3,-27,2
COc1ccccc1N1CCN(C(=O)Cn2c(=O)oc3cc(S(=O)(=O)N4CCCC4)ccc32)CC1,19,-4,3,-0.7,-3.3,96,1,-46,4
CC(=O)c1cnn(-c2ccc(Cl)cc2)c1C,14,-1,3,-2.5,-3.0,102,1,-7,1
COC(=O)c1c(C(=O)OC)c2cc(C(=O)c3ccccc3)ccn2c1Cl,13,1,0,7.3,-6.2,90,8,-3,-4
Cc1cc([N+](=O)[O-])ccc1NC(=O)/C=C/c1cccs1,26,0,1,-2.1,-4.4,107,10,11,-3
Cn1c(CCN2CCN(c3ccccn3)CC2)nc2cc(NC(=O)COc3ccc([N+](=O)[O-])cc3)ccc21,12,38*,-2,-2.2,-2.9,105,8,-5,12
Cc1nn(-c2ccccn2)c2c1C(c1ccccn1)C1=C(CCCC1=O)N2 (centres undefined),28,-9,3,-3.5,-4.8,101,4,-13,16
CC1(C)CCCC2=C1CC1C(=O)N(O)C(=O)C1C2 (centres undefined),-2,0,-2,2.0,1.0,107,2,-2,17
CCOC(=O)N1CCN(S(=O)(=O)c2ccc3c(c2)oc(=O)n3C)CC1,10,0,4,-3.5,-0.6,82,-12,-3,3
CCOC(=O)NC(Nc1ccc(C)cn1)(C(F)(F)F)C(F)(F)F,33,10,5,-1.0,0.3,117,10,-1,7
CCc1ccccc1NC(=O)C(C#N)Cc1cccnc1 (centres undefined),11,-2,4,-1.0,-3.7,107,-2,1,9
COCCNC(=O)Nc1ccc2c(c1)N(C)C(=O)CS2,14,-2,1,-0.8,-1.5,100,1,-3,5
CCC(CC)=NNC(=O)c1ccccc1OCc1ccc(F)cc1,33,2,2,-3.3,-1.3,102,9,-8,1

# Not a retest: 9 of the compounds above.
SMILES,NALP1 yeast inh,NS3 helicase inh,M18AAP inhibitor,VIM-2 inhibitor,IMP-1 inhibitor,MEKK2wt PB1 HTS,MEKK2 mut-MEK5,FID counter,UBC9 SUMO inh
CC(C)(C)C1CCC(=O)N(CCOc2ccccc2)CC1 (centres undefined),22,25,0,-1.9,-0.8,94,0,-33,-6
COc1ccc2c(=O)c3c(=O)n(Cc4ccco4)c(-c4ccccc4)nc3oc2c1,8,-1,-8,-0.6,-2.4,95,-2,-5,10
COc1ccccc1C(=O)Nc1ccc(C(=O)N2CCCC2)cc1,-6,11,-2,0.0,0.9,99,5,-16,8
COc1ccc(C(C(=O)NC2CCCC2)N(Cc2cccnc2)C(=O)c2snc(C(N)=O)c2N)cc1OC (centres undefined),8,3,1,-2.0,-2.4,103,0,-22,-4
CNCC(=O)Nc1ccc(OC(F)(F)F)cc1,0,-4,-1,-2.6,-2.0,105,-1,-2,8
Cc1nn(Cc2ccccc2)c(C)c1NC(=O)CCCn1nc([N+](=O)[O-])cc1C,3,-3,-7,-0.6,-3.0,91,-5,-6,13
CCc1ccc(-c2cc(C(=O)NN3CCOCC3)c3ccccc3n2)s1,12,3,3,-3.8,-3.5,101,2,-13,?
CCN(CC)S(=O)(=O)c1ccc(C(=O)NCC(=O)NCCCc2ccccc2)cc1,-2,-8,3,-3.1,-1.6,101,3,-27,2
COc1ccccc1N1CCN(C(=O)Cn2c(=O)oc3cc(S(=O)(=O)N4CCCC4)ccc32)CC1,19,-4,3,-0.7,-3.3,96,1,-46,4

# New compounds follow
SMILES,NALP1 yeast inh,NS3 helicase inh,M18AAP inhibitor,VIM-2 inhibitor,IMP-1 inhibitor,MEKK2wt PB1 HTS,MEKK2 mut-MEK5,FID counter,UBC9 SUMO inh
O=C(N/C(=C/C=C/c1ccccc1)C(=O)N1CCOCC1)c1ccccc1Cl,-13,-5,7,-2.3,-1.5,106,0,-43,16
COc1ccc(NC(=O)CCn2cc(C)c3ccccc32)cc1,-2,10,3,-4.3,-2.8,113,13,-15,-7
COc1ccc(C/C(N)=N/OC(=O)c2cccs2)cc1,4,-2,-3,-3.2,-1.7,99,2,-3,-14
O=C(NCC1CCCO1)c1cc2cc(F)ccc2[nH]1 (centres undefined),14,6,2,-1.1,-1.0,100,-3,-2,7
Cc1cc(C)n(S(=O)(=O)c2cc(C(=O)O)c(Cl)cc2Cl)n1,-2,-3,7,-0.1,-2.9,92,-3,-4,0
O=C(c1ccco1)N1CCN(C(=O)C2CCCN(S(=O)(=O)c3cccc4nsnc34)C2)CC1 (centres undefined),-9,-4,1,-4.7,-4.1,99,-1,-13,9
CCc1ccc(NC(=O)CSc2nc(NS(=O)(=O)c3ccccc3)cc(=O)[nH]2)cc1,9,6,-1,-2.4,-0.8,90,-6,3,8
COc1ccc(C(=O)N2C(=O)c3ccc(N)cc3C2=O)cc1,8,-6,-3,-0.4,7.7*,95,-3,0,8
COc1ccccc1CNC(=O)c1cc(C)nc2ccccc12,-15,-7,-12,0.4,-2.1,100,0,-8,-1
COc1ccc(C)cc1NC(=O)NC(C)c1ccc2c(c1)OCO2 (centres undefined),-2,-1,-13,-0.4,-0.8,105,6,-18,-10
CCOC(=O)c1ccc(N2C(=O)C(CC(=O)NC)N(CCc3ccc(OC)c(OC)c3)C2=S)cc1 (centres undefined),-11,-5,13,-2.6,-1.6,102,0,-31,-11
COc1ccc(OC)c(NC(=O)c2cccc(N3C(=O)C4C5C=CC(C6CC56)C4C3=O)c2)c1 (centres undefined),-3,-1,-1,-5.4,-3.6,104,11,-31,nt
CCN(CC)C(=O)c1csc(Nc2cccc3ccccc23)n1,29,12,32*,-0.3,-2.5,97,2,-19,39
Cc1ccc(Nc2cc(-n3nc(C)cc3C)ncn2)c(C)c1,3,3,0,-3.2,-6.1,91,-5,-26,3
CC(C)NC(=O)c1cc(-c2ccc(Br)cc2)on1,20,5,-4,-0.1,-0.2,101,6,-7,-10
O=C(Nc1ccc(C(F)(F)F)cc1Cl)c1ccc(Cn2cc(Br)cn2)o1,5,5,7,-0.4,-3.7,107,7,-17,-10
O=C(Nn1c(C2CCCCC2)nc2ccccc2c1=O)c1ccc(Cl)c([N+](=O)[O-])c1,22,-1,7,-2.6,-1.3,99,-2,0,9
CCc1ccc(C(C)NC(=O)c2ccc3c(c2)OCO3)cc1 (centres undefined),14,-5,-5,-0.1,-1.6,107,6,-17,6
COc1ccc2nc(N/C(N)=N/C(=S)Nc3ccccc3)nc(C)c2c1,-3,-42,-4,-1.9,-1.0,91,-8,-3,-3
C=CCNC(=O)NS(=O)(=O)c1ccc(C)cc1,-15,2,-12,-0.5,-2.7,106,5,1,30

# M18AAP inhibitor: entries above that show a hit
Molecule	NALP1 yeast inh	NS3 helicase inh	M18AAP inhibitor	VIM-2 inhibitor	IMP-1 inhibitor	MEKK2wt PB1 HTS	MEKK2 mut-MEK5	UBC9 SUMO inh
CCN(CC)C(=O)c1csc(Nc2cccc3ccccc23)n1	29	12	32*	-0.3	-2.5	97	2	39

# Other structures follow.
SMILES,NALP1 yeast inh,NS3 helicase inh,M18AAP inhibitor,VIM-2 inhibitor,IMP-1 inhibitor,MEKK2wt PB1 HTS,MEKK2 mut-MEK5,FID counter,UBC9 SUMO inh
O=c1c2ccccc2nc2n1CC/C2=C/N1CCN(c2cccc(C(F)(F)F)c2)CC1,-6,11,-2,-1.4,-3.8,94,-4,-2,11
Cc1cc2oc(=O)cc(Cn3ncc(Cl)c(Cl)c3=O)c2cc1Cl,1,7,-5,-1.8,-1.6,97,2,-7,28
Cc1cc(C)n(C(=O)c2ccc(C)c(S(=O)(=O)N3CCCCC3)c2)n1,-15,5,3,-4.0,-2.8,94,-8,-6,14
CCc1ccccc1NC(=O)COc1ccc2c(c1)OCO2,6,-2,-6,-0.7,-1.7,94,-6,-6,-3
CC[C@@H](C)[C@H](NC(=O)Cc1c(C)c2cc3c(C)coc3c(C)c2oc1=O)C(=O)O,5,17,3,1.7,-3.5,106,10,-28,26
CC(=O)N1N=C(c2ccc(Cl)cc2)CC1c1ccco1 (centres undefined),16,-1,0,9.9*,-1.2,86,-3,-15,8
Cc1ccc(-c2nc3cnccn3c2Nc2ccc3c(c2)OCO3)o1,24,8,27,2.8,-1.1,108,6,-13,-4
Cc1ccc(CNC(=O)CS(=O)(=O)Cc2nc(-c3ccccc3F)oc2C)cc1,20,13,1,-1.5,-0.6,98,2,-49,17
O=C(NNC(=O)c1ccc([N+](=O)[O-])cc1)c1ccc(Br)cc1,17,12,-3,-2.1,-0.9,106,7,1,12
CCc1nnc(NC(=O)COc2ccc3c(c2)OCO3)s1,15,4,1,0.8,-0.9,96,-6,-15,8
O=C(Nc1ccc(F)cc1)C1C2CCC3C(CCC21)C3(Cl)Cl (centres undefined),nt,-2,1,-2.5,-2.2,97,-3,-3,2
COc1ccc(C2C(=O)N(C3CCCCC3)CC(=O)N2Cc2ccco2)cc1 (centres undefined),8,6,-6,-3.6,-3.3,96,1,-17,8
Cc1nn2c(N3CCN(C)CC3)cc(C(C)(C)C)nc2c1-c1ccccc1,23,-47,0,-1.3,-3.4,144*,23,13,-7
CCOC(=O)C1(CC2CC2)CCN(S(=O)(=O)/C=C/c2ccccc2)CC1,6,-10,-5,-1.2,-0.7,89,-8,-23,8
Cc1ccc(S(=O)(=O)Oc2ccc(/C=C3/N=C(c4ccccc4)OC3=O)cc2)cc1,17,23,-4,-1.9,-2.0,101,-2,-55,9
Cc1ccc(C(C)C)c(OCC(O)CN2CCOCC2)c1 (centres undefined),8,-5,-8,-3.5,-0.7,100,-1,0,14
